PAX8 inh HTS: PAX8 transcriptional activity inhibition; RMG-I TPO-luciferase reporter, SteadyGlo, 24 h; inhibition, % at 12.6 µM; hit rate 1.2% among 360,000; AID 652154;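 active = mean replicate inhibition at least 60% with every replicate also reaching 60%; inconclusive = only one of the two criteria is met; inactive = mean below 60% and not all replicates reaching 60%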;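 also: luciferase light reporting Pax8 driven TPO promoter activity; plate controls were median of neutral control wells for no effect and mitoxantrone controls for full effect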
Statin myotox sup: suppressors of simvastatin-induced myotoxicity in C2C12 myotubes; ATP luminescence, 48 h; scaled: DMSO 0, geranylgeraniol control 100; rescue of ATP level, % at 7.49 µM; hit rate 0.78% among 330,000;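 active = mean ATP rescue above about 67%, or every replicate alone reaching that limit, limit read from the data, passing the limit was not always enough; inconclusive = no clear call, values can overlap the other calls; inactive = mean under the limit and some replicate under it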;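 also: myotubes were challenged with 10 µM simvastatin during compound exposure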
PGC1a acetyl inh: modulators of PGC1a acetylation | U2OS PGC1a acetylation, AlphaScreen anti-acetyl-lysine; with virally co-expressed GCN5 acetyltransferase | inhibition, % at 15.6 µM | hit rate 0.17% among 350,000;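 active = every replicate shows inhibition of at least 40%; inconclusive = mean inhibition at least 40% but some replicate below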;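 also: 0% = neutral control wells and 100% = positive control wells; some results beyond the cut were filed as inactive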
LGR2 inh: blocks bursicon-induced cAMP signaling via Drosophila LGR2. hit rate 0.35% among 380,000. inhibition, % at 9.99 µM. AID 720647. HEK293 LGR2, CRE-luciferase, bursicon-stimulated, 4 h;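 active = drop in luminescence signal, shown as inhibition above about 50% in the replicate tests, limit read from the data, passing the limit was not always enough; inconclusive = probably only some replicates passing the limit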;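 also: agonist challenge used bursicon conditioned medium at about half maximal strength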
INS-1E GSIS act: GLuc luminescence reporter in INS-1E cells, primary screen for activators of glucose-dependent secretion of insulin; AID 743287; activation, % at 16.6 µM; INS-1E GLuc reporter insulin secretion, 2-3 h; hit rate 0.61% among 370,000;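 active = lowest replicate activation of at least 40%, so every replicate reaches that level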;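 also: 0% = median of neutral control wells and 100% = median of IBMX positive control wells; some compounds called inactive have numbers as strong as hits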
PglD inh: blocks C. jejuni PglD acetyltransferase activity; AID 602405; purified PglD enzyme, DTNB colorimetric CoA detection; hit rate 0.098% among 360,000; inhibition, % at 12.5 µM; in the data active = inhibition above about 16%, passing the limit was not always enough; inconclusive = no clear call, values can overlap the other calls; also: strong numbers were not always called active
Cneo AK release: causes C. neoformans cell lysis; hit rate 0.2% among 360,000; adenylate kinase release luminescence, 4 h; normalised: neutral wells 0, clomiphene wells 100; lysis activity, % at 15 µM; AID 651654;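 active = mean lysis activity across replicates of at least 80%, whatever share of replicates individually reach that level; inactive = mean lysis activity below 80%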
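Signal: Adenylate kinase release luminescence | Assay system: Log-phase Cryptococcus neoformans yeast cells | Input: Cells at 5 × 10^6 per mL | Buffer or medium: Fresh YPD growth medium | Compound: Single dose | Schedule: Static 4 h at 37 °C with compound, 1 h detection | Controls: Clomiphene | Read-out: Luminescence rise reflecting yeast cell lysis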
ARNT TACC3 PPI: ARNT/TACC3 interaction disruption; inhibition, % at 9.99 µM; hit rate 0.66% among 390,000; Q9Y6A5; AlphaScreen His-ARNT PAS-B/GST-TACC3 binding, luminescence; TACC3 fragment carries E629A point mutation; AID 623870;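 active = mean inhibition of replicates at least 50% and at least half of replicates each reaching 50%; inconclusive = half or more replicates reach 50% but mean below 50%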;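 also: 0% = complete ARNT plus TACC3 wells and 100% = ARNT alone without TACC3; many hits fall short of the cut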
* = called active by the depositor; ? = inconclusive; . = no result given.

Sequence of screens: PAX8 inh HTS	Statin myotox sup	PGC1a acetyl inh	LGR2 inh	INS-1E GSIS act	PglD inh	Cneo AK release	ARNT TACC3 PPI
- Cc1c(NC(=O)CN2CCN(c3ccc([N+](=O)[O-])cc3)CC2)c(=O)n(-c2ccccc2)n1C
→ 4	-1	-9	16	2	.	.	-1
- C[C@@H](O)C#Cc1ccc2c(c1)O[C@@H](CN(C)C(=O)C1CC1)[C@@H](C)CN([C@@H](C)CO)S2(=O)=O
→ .	23	11	-3	11	2	-7	18
- C[C@H](CO)N1C[C@H](C)[C@@H](CN(C)C(=O)Cc2ccccn2)Oc2cc(-c3cccc(C(=O)N(C)C)c3)ccc2S1(=O)=O
→ .	7	0	-5	-6	-1	-3	0
- O=C(O)c1cccc(NC(=O)C2CC(=O)N(Cc3ccccc3)C2)c1 (stereo not drawn)
→ .	-1	-2	.	.	6	-1	-5
- Cc1nc(N2CCCCC2C)c2c(C)c(C(=O)Nc3ccccc3C(F)(F)F)sc2n1 (stereo not drawn)
→ -8	0	-7	-37	-6	0	0	6
- c1ccc2sc(Sc3ncnc4sccc34)nc2c1
→ 47	.	.	-26	9	.	.	3
- CCCCNC(=O)CC(=O)Nc1ccccc1C(=O)O
→ .	0	1	.	.	9	3	-3
- O=[N+]([O-])c1ccc(CN2CC(N3CCN(CCO)CC3)CS2(=O)=O)cc1 (stereo not drawn)
→ -16	-15	7	-13	9	-5	0	.
- Cc1c(N)cccc1-n1cccc1
→ 15	.	.	8	13	.	.	0
- C[C@@H]1CN([C@@H](C)CO)S(=O)(=O)c2ccc(C#CC3CC3)cc2O[C@H]1CN(C)Cc1cccc(F)c1
→ .	-38	-4	13	1	8	1	2
- CCCc1cc(=O)[nH]c(SCC(=O)N2CCCc3ccccc32)n1
→ 10	-2	-1	5	3	.	.	-12
- O=C(Nc1cc(C(=O)N2CCOCC2)cc(C(=O)N2CCOCC2)c1)c1cc(F)c(F)cc1Cl
→ .	28	2	9	0	0	5	5
- Cc1ccccc1NC(=O)CSc1ccc(-c2cccnc2)nn1
→ 4	-9	.	-2	-6	5	0	0
- OCCN(CCO)CC(O)Cn1c2ccccc2c2ccccc21 (stereo not drawn)
→ .	-6	.	-3	-2	.	.	-6
- CCOC(=O)Cc1csc(NC(=O)CSc2nc3cccnc3n2CC)n1
→ .	-20	8	.	.	3	-5	.
- O=C(CC1CCCC1)Nc1ccc(Br)cc1
→ -137	-3	-16	-42	-4	-12	-2	-5
- O=C(CSC1=NCCS1)c1ccc(Cl)cc1
→ 17	.	3	-9	-5	.	.	6
- CC[n+]1ccc(C)c2cc(P(=O)(c3ccccc3)c3ccccc3)ccc21
→ -5	5	6	.	-5	-6	-1	-5
- C[C@@H]1CN([C@H](C)CO)C(=O)c2cc(NS(=O)(=O)c3ccc(Cl)cc3)ccc2O[C@@H]1CN(C)C(=O)NC1CCCCC1
→ 21	-4	-10	-8	-3	-2	-3	-9
- O=C(CNS(=O)(=O)c1ccc(F)cc1)Nc1ccc(C(F)(F)F)cc1
→ .	-4	-25	7	-3	1	1	-18

Sequence of screens: PAX8 inh HTS	Statin myotox sup	PGC1a acetyl inh	LGR2 inh	INS-1E GSIS act	PglD inh	Cneo AK release	ARNT TACC3 PPI
- COc1ccc(NC(=O)C2CCCN(C(=O)Nc3ccc(F)cc3)C2)cc1 (stereo not drawn)
→ 6	.	6	1	-1	2	1	0
- Cc1occc1C(=O)N(C)Cc1nc(-c2ccccc2)no1
→ -8	5	.	-1	11	2	-4	-4
- CNC(=O)c1sc(NCc2ccccc2OC)nc1C
→ -3	7	.	7	22	3	0	.
- C[C@@H]1CCC(=O)N(CC[C@H](N=[N+]=[N-])c2ccccc2)CC1
→ 0	2	.	-19	.	-9	-2	-1
- COCCNC(=O)CSc1nc2ccccc2c(=O)n1CCCC(=O)NCc1ccccc1
→ 10	12	-14	.	.	0	0	9
- Cc1ccc(C(=O)Nc2c(-c3ccc(Cl)cc3)[nH][nH]c2=O)cc1
→ 10	-6	9	-1	-8	-3	4	.
- CCC(=O)c1c[nH]c(C(=O)NCCCn2ccnc2)c1
→ .	-10	-6	.	.	4	-4	30
- COc1ccc(C2CC(c3ccc(Br)cc3)=NN2C(=O)CN2CCCC2)cc1 (stereo not drawn)
→ ?	.	.	-12	-37	.	.	18
- Cc1ccccc1-c1cnc2c(c1)C(=O)N([C@@H](C)CO)C[C@H](C)[C@@H](CN(C)C(=O)CN(C)C)O2
→ .	5	5	-14	19	1	54	-6
- Cn1cc(CN2CCC(C(=O)Nc3ccc(Oc4ccccc4F)cc3)CC2)cn1
→ 6	7	-2	-3	5	-2	0	2
- O=C(Cn1nc(Cl)nc1Cl)c1ccc2c(c1)OCCO2
→ 17	.	1	.	.	5	-4	24
- COc1ccc(S(=O)(=O)Nc2ccc3c(c2)C(=O)N([C@@H](C)CO)C[C@H](C)[C@H](CN(C)Cc2ccc(C(F)(F)F)cc2)O3)cc1
→ .	?	3	0	-30	3	12	-2
- O=C(CC(C(=O)O)c1cccc(Cl)c1Cl)c1ccccc1 (stereo not drawn)
→ 7	2	0	3	7	-8	0	-8
- C/C=C/c1ccc2c(c1)O[C@@H](CN(C)C(=O)CC)[C@H](C)CN([C@@H](C)CO)S2(=O)=O
→ .	-16	-10	6	-7	1	-1	4
- COCOCCn1cc(CN2CCS(=O)(=O)N(Cc3ccc(-c4ccc(OC)c(OC)c4)cc3)C(CC(C)C)C2=O)nn1 (stereo not drawn)
→ 19	-12	-15	-3	-19	4	5	.
- Cc1cc(F)ccc1NCc1cccnc1
→ .	1	39	.	.	-2	-2	-5
- O=[N+]([O-])c1ccc(NC(=S)NCCc2ccccc2)cc1
→ -12	-1	39	-4	-15	.	.	9
- Cc1ccc(/C=C/C(=O)NC(=S)N2CCN(c3ccc(F)cc3)CC2)cc1
→ 1	.	.	6	-3	.	.	-5
- O=C(NC1CCCN(Cc2ccc(Cl)cc2)C1)c1cccc(F)c1 (stereo not drawn)
→ 30	18	.	-6	-35	-8	2	1
- C[C@H]1CN([C@@H](C)CO)C(=O)c2cc(NC(=O)CCCN(C)C)ccc2O[C@H]1CN(C)C
→ -8	1	3	13	8	0	-2	-1

Sequence of screens: PAX8 inh HTS	Statin myotox sup	PGC1a acetyl inh	LGR2 inh	INS-1E GSIS act	PglD inh	Cneo AK release	ARNT TACC3 PPI
- COc1ccc(NC(=O)COC(=O)CCCc2c[nH]c3ccccc23)cc1OC
→ .	.	5	-4	16	.	.	5
- O=C(Nc1ccccc1)N1CCN(c2ncccn2)CC1
→ 12	1	-7	.	.	2	0	-5
- Cc1ccc(S(=O)(=O)N(C)CCCC(=O)NC(C)(C)CO)cc1
→ -1	4	-4	26	11	-2	0	.
- CCCC#Cc1ccc2c(c1)O[C@H](CN(C)C(=O)c1cccnc1)[C@H](C)CN([C@@H](C)CO)S2(=O)=O
→ .	.	-19	-10	-5	-3	-7	-3
- CC1(C)CC(=O)C2=C(C1)Nc1ccccc1NC2c1ccccn1 (stereo not drawn)
→ .	-3	-2	.	.	7	4	2
- O=C(NCc1ccc(Cl)cc1Cl)C(=O)N1CCCCC1
→ .	-2	-8	.	.	5	2	-3
- C[C@H](CO)N1C[C@H](C)[C@@H](CN(C)C)Oc2ccc(NC(=O)CCCN(C)C)cc2CC1=O
→ -13	-20	-2	10	10	0	1	0
- CC(=O)Nc1ccc(S(=O)(=O)Nc2ccc3c(c2)OCO3)cc1
→ -3	10	10	-5	6	7	-1	-2
- COc1cc(NS(=O)(=O)c2ccc(C)c(C)c2)c(OC)cc1Cl
→ -5	15	-19	.	.	0	0	-5
- CC(C)(C)NC(=O)C(c1ccncc1)N(C(=O)CNC(=O)c1ccco1)c1ccc2c(c1)OCO2 (stereo not drawn)
→ 7	-3	-14	.	.	0	0	-7
- C[C@H](CO)N1C[C@H](C)[C@H](CN(C)Cc2ccc(C(=O)O)cc2)Oc2ccc(N(C)C)cc2C1=O
→ -3	-7	-6	5	10	.	.	.
- COc1cc(C(=O)Nc2scc(-c3ccccc3)c2C(=O)O)cc(OC)c1OC
→ 3	-3	-4	-8	.	-2	-4	-1
- COc1ccc(C(C)=O)cc1OCc1ccccc1
→ -9	14	.	-27	23	-4	-2	.
- Cc1ccc(C)c(NC(=S)NNc2ccc(F)cc2F)c1
→ -3	.	12	4	26	-3	1	.
- Cc1noc(C)c1NC(=O)NCC[C@@H]1CC[C@H](NC(=O)Nc2cccc(Cl)c2)[C@@H](CO)O1
→ 3	-3	-2	4	-7	3	-8	-32
- O=S(=O)(Nc1cccnc1)c1cc(Cl)ccc1Cl
→ .	21	-8	.	.	4	-2	-5
- Oc1c(Cl)cc(Cl)cc1CNc1nc2ccccc2[nH]1
→ 3	-24	11	0	-41	-2	2	9
- COc1ccc(S(=O)(=O)Nc2ccc3c(c2)C(=O)N([C@@H](C)CO)C[C@H](C)[C@@H](CN(C)S(=O)(=O)c2ccccc2)OCCCC[C@H](C)O3)cc1
→ 27	.	-19	-7	-15	.	.	.
- CCOC(=O)CSc1nc(C)nc2c1sc1nc(C)c(C(C)=O)c(-c3ccc(OC)cc3)c12
→ 37	.	.	-11	15	.	.	20
- Cc1cc(-n2cnnn2)ccc1C(C)C
→ -19	11	-5	12	4	17	-1	.

Sequence of screens: PAX8 inh HTS	Statin myotox sup	PGC1a acetyl inh	LGR2 inh	INS-1E GSIS act	PglD inh	Cneo AK release	ARNT TACC3 PPI
- Oc1ccc(-c2nc(-c3ccc(F)cc3)c(-c3ccncc3)[nH]2)cc1
→ 45	19	.	20	.	-2	-2	-4
- C[C@@H]1CN([C@H](C)CO)S(=O)(=O)c2ccc(C#Cc3cccc(F)c3)cc2O[C@@H]1CN(C)C
→ .	-17	-21	11	-5	-1	9	8
- COc1ccc(S(=O)(=O)n2ccnc2)c2cccnc12
→ .	-11	-10	.	.	-2	2	14
- O=C(COC(=O)CCC(=O)c1cccs1)NC1CC1
→ 11	13	1	-15	-1	-3	1	-7
- CN1C(=O)c2cc(NC(=O)Nc3ccccc3F)ccc2OC[C@@H]2O[C@H](CC(=O)NCCc3ccncc3)CC[C@H]21
→ -3	-31	-9	-23	-5	.	.	.
- CCOC(=O)CC1(C)SC(NC(C)=O)=NN1C(C)=O (stereo not drawn)
→ -17	.	.	2	1	.	.	-8
- C=CCc1c(C)nc(SCc2ccccc2)[nH]c1=O
→ 4	6	11	-18	6	-1	3	-1

Compound activity as filed in PubChem BioAssay.
